MsrA inhibitor – bovine MsrA enzyme inhibitors, primary screen, biochemical, absorbance, HTS; Methionine sulfoxide reductase A (Bos taurus); purified bovine MsrA, absorbance read-out; AID 651718, 2012; inhibition, % at 15.5 µM; 360,000 compounds, 0.75% hits; in the data active = inhibition above about 4.5%;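 note: 0% = vehicle wells with enzyme and 100% = reference inhibitor wells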
SKN-1 block – suppressors of acrylamide-induced Pgst-4::GFP reporter in worms, primary screen, SKN-1 inhibitor project, whole organism, uHTS, GFP/RFP fluorescence ratio, strain VP596 | inhibition, % at 21.8 µM | AID 624304, 2012 | 360,000 compounds, 0.49% hits | C. elegans VP596 Pgst-4::GFP/RFP ratio, 24 h;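 active = interference check ratio from 0.5 to 1.5 plus GFP to RFP signal ratio inhibition reaching or exceeding a fixed threshold, cut at about 30% in these data, passing the limit was not always enough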; note: some compounds called inactive have numbers as strong as hits
TbMetRS inhib – T. brucei MetRS inhibitors, primary screen, biochemical, luminescence; methionyl-tRNA synthetase (Trypanosoma brucei brucei); purified T. brucei MetRS, ATP depletion, Kinase-Glo luminescence; inhibition, % at 11.9 µM; 360,000 compounds, 0.4% hits;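 active = inhibition above a per-plate cutoff of the control wells' mean inhibition plus 3 SD, cut at about 5.5% in these data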;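 note: 0% = DMSO wells median and 100% = median of wells with control inhibitor compound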
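Assay system: T. brucei methionyl-tRNA synthetase, purified | Medium: HEPES buffer with MgCl2, KCl, DTT, spermine, BSA, pyrophosphatase | Compound: 11.9 µM single point | Incubation: 15 min enzyme-compound preincubation, 2 h reaction, 10 min detection, 25 °C | Measured by: Kinase-Glo luciferase luminescence reporting remaining unconsumed ATP | Measure: % inhibition normalized to control-well medians | Replication: Singlicate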
CendR NRP1 mod – modulators of CendR peptide binding to NRP-1, primary screen, biochemical, fluorescence polarization, uHTS; FAM-RPARPAR peptide binding to NRP-1; inhibition, % at 25 µM; 360,000 compounds, 0.85% hits; AID 602438, 2012;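 active = inhibition or corrected inhibition above about 18%, plus a signal ratio from 0.5 to 1.5, limit read from the data, passing the limit was not always enough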; note: strong numbers were not always called active
FAS TE block – FAS thioesterase domain inhibitors, primary screen, biochemical, fluorescence intensity, uHTS | recombinant FAS-TE, OMFH fluorogenic substrate, fluorescence endpoint | inhibition, % at 15 µM | Fatty acid synthase (Homo sapiens), P49327 | 360,000 compounds, 0.67% hits;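 active = compounds whose normalised, plate-corrected inhibition of enzyme fluorescence in the single-dose primary screen is 50% or more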;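 note: 0% = DMSO with enzyme and 100% = substrate without enzyme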
MLLE-PAM2 inh – inhibitors of PABP1 MLLE–PAM2 peptide binding, primary screen, biochemical, fluorescence polarization, FITC-PAM2, GST-MLLE; inhibition, % at 20 µM; 360,000 compounds, 0.36% hits; AID 588489, 2011; in the data active = inhibition above about 35%, passing the limit was not always enough;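 note: plate controls were DMSO wells with GST-MLLE for no effect and wells lacking GST-MLLE protein for full effect; some results filed as inactive read as strong as hits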
MT1-MMP act inh – blockers of MT1-MMP proenzyme processing, primary screen, HT1080 RFP-PRO-GFP cells, GFP/RFP fluorescence; Matrix metalloproteinase-14 (Homo sapiens), P50281; GFP/RFP ratio fluorescence, overnight; percent of plate control window, DMSO zero; GFP/RFP ratio change, % at 20 µM; 360,000 compounds, 0.061% hits;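 active = GFP/RFP ratio change of at least 30% with cell ATP level not reduced by more than half and red fluorescence within 50% of control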; note: strong numbers were not always called active
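Test system: HT1080 RFP-PRO-GFP cells; Benchmarks: DMSO and RFP-L50D-GFP cell wells; Timing: cells overnight before dosing, compound overnight, 37 °C, 5% CO2; Compound: one 20 µM compound dose with 1% DMSO; Read-out: GFP/RFP fluorescence ratio.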
MsrA act – bovine MsrA enzyme activators, primary screen, biochemical, absorbance, HTS; Methionine sulfoxide reductase A (Bos taurus); purified bovine MsrA, absorbance read-out; activation, % at 10.6 µM; 360,000 compounds, 0.3% hits; AID 602163, 2012; in the data active = activation above about 7.5%;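 note: 0% = vehicle and 100% = reference activator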
E coli Lon inh – inhibitors of E. coli Lon protease, primary screen, biochemical, fluorescence polarization; P0A9M0; purified E. coli Lon protease; inhibition, % at 7.94 µM; 360,000 compounds, 0.42% hits; AID 602123, 2011; in the data active = inhibition above about 13%, passing the limit was not always enough;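 note: 0% = enzyme with probe and DMSO and 100% = no enzyme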
* hit, by the source's call; . = no result given.

SMILES	MsrA inhibitor	SKN-1 block	TbMetRS inhib	CendR NRP1 mod	FAS TE block	MLLE-PAM2 inh	MT1-MMP act inh	MsrA act	E coli Lon inh
O=C(O)CCc1ccc(-c2ccc(Br)cc2)n1-c1ccc(O)cc1	-0.6	6	5.7*	1	3	-23	-4	-1	-29
Cc1cc(NC(=O)CSc2nc(-c3ccccc3Cl)nc3c2c(=O)n(C)c(=O)n3C)no1	-1.9	-2	-0.1	0	-6	11	3	-3	6
O=C(Nc1cc2c3c(c1)CC(=O)N3CCC2)c1ccc(Cl)cc1	1.3	9	-0.1	14	-1	-7	1	-2	-15
Cc1ccc(C)c(N2C(=O)CS/C2=N\NC(=O)c2ccccc2Cl)c1	0.7	1	-0.2	-2	-3	-35	6	-2	-5
Cc1cc(C)cc(NC(=O)CCN2CC(C)OC(C)C2)c1 (stereo not given)	-0.7	3	-0.7	6	-9	-6	-4	-9	-4
Nc1nonc1-c1nc2ccccc2n1Cc1ccc(F)cc1	2.1	15	-0.5	-12	27	-19	4	-2	-2
CCOC(=O)C1=CCN(S(=O)(=O)c2ccccc2F)C1c1ccccc1 (stereo not given)	-0.3	6	-0.4	9	9	-3	5	-2	-5
CCCCN1C(=O)C(CC(=O)NCc2ccco2)CC(C(=O)N(CC)CC)=C1C (stereo not given)	0.1	9	-0.2	-2	-14	8	3	-2	2
C[C@@H]1CC=C[C@@H]2[C@H]1C(=O)N(Cc1ccccc1)[C@H]2c1ccccc1Br	-0.6	3	-2.7	-14	28	2	-4	-10	-2
CN1OC[C@@H]2CN[C@H](c3ccc(-c4cccc(F)c4)cc3)C[C@@H]21	0.1	-17	-1.0	-10	-7	3	2	-3	-9
NS(=O)(=O)c1ccc(CNC(=O)c2ccccn2)cc1	-0.3	8	-0.8	3	-6	-4	-1	-5	-1
CC1(C(=O)Nc2ccc3c(c2)OCCO3)CN(S(C)(=O)=O)CC(=O)N1Cc1cccc(C(F)(F)F)c1 (stereo not given)	-0.8	11	0.0	1	.	.	5	.	.
CN(Cc1ccccn1)C(=O)c1cc(COc2ccc(F)c(F)c2)on1	3.8	-4	-0.3	7	-11	-8	2	-4	-11
O=C(NC1CCCC1)C(c1ccccc1F)N(C(=O)c1ccco1)C1CCCC1 (stereo not given)	-0.7	6	0.8	0	0	4	1	0	10
CCc1ccc(NC(=O)CSc2nc3c(c(=O)n(C)c(=O)n3C)n2C)cc1	0.3	6	1.3	4	13	15	7	-3	4
CN(C)c1ccc(/C=C(\Cl)c2nc3ccccc3s2)cc1	.	16	-0.1	-116	24	-111	-19	-2	-94
COc1ccccc1N1CCN(C(=O)C2CCN(S(=O)(=O)c3ccc(C)cc3)CC2)CC1	0.3	-5	-0.6	3	4	5	2	-10	8
COc1ccc(/C=C/C(=O)c2c(O)c(OC)c3occc3c2OC)cc1	0.6	-8	0.0	-8	2	1	2	-7	3
COc1cccc(CNC(=O)[C@@H]2CCCN2C(=O)[C@@H]2CCCN2C(=O)c2cccc3ccccc23)c1	-0.7	2	0.4	2	-8	.	4	-1	-12
Cc1nn(-c2ccccc2)c2sc(C(=O)N(Cc3ccco3)C(C)C(=O)NC(C)(C)C)cc12 (stereo not given)	1.7	5	-0.8	7	0	-5	-28	7	-2

Laid out differently: entries from further up
The line under a structure holds: MsrA inhibitor, SKN-1 block, TbMetRS inhib, CendR NRP1 mod, FAS TE block, MLLE-PAM2 inh, MT1-MMP act inh, MsrA act, E coli Lon inh
CCOC(=O)C1=CCN(S(=O)(=O)c2ccccc2F)C1c1ccccc1 (stereo not given)
    -0.3, 6, -0.4, 9, 9, -3, 5, -2, -5
CCCCN1C(=O)C(CC(=O)NCc2ccco2)CC(C(=O)N(CC)CC)=C1C (stereo not given)
    0.1, 9, -0.2, -2, -14, 8, 3, -2, 2
C[C@@H]1CC=C[C@@H]2[C@H]1C(=O)N(Cc1ccccc1)[C@H]2c1ccccc1Br
    -0.6, 3, -2.7, -14, 28, 2, -4, -10, -2
CN1OC[C@@H]2CN[C@H](c3ccc(-c4cccc(F)c4)cc3)C[C@@H]21
    0.1, -17, -1.0, -10, -7, 3, 2, -3, -9

(continued)
SMILES	MsrA inhibitor	SKN-1 block	TbMetRS inhib	CendR NRP1 mod	FAS TE block	MLLE-PAM2 inh	MT1-MMP act inh	MsrA act	E coli Lon inh
CC(=O)Nc1cccc(NS(=O)(=O)c2cccc3nsnc23)c1	0.2	-14	-2.2	-2	-3	-8	-1	-4	-4
COc1ccccc1CCC(=O)Nc1cc(S(=O)(=O)N2CCCCC2)ccc1N1CCN(C)CC1	0.7	13	-0.4	-1	-3	-119	0	-2	-2
Nc1nc2ccccc2n1S(=O)(=O)c1ccc(Cl)cc1	-1.0	-2	-2.3	11	3	5	5	-7	0
CCn1c(C(=O)N2CCC(C(=O)NCCCSC3CCCCC3)CC2)cc2sccc21	0.9	0	0.4	-8	16	-4	6	-3	3
CCN(CC)c1ncnc2c1ncn2[C@H]1CN(CCOC)C[C@@H](CO)O1	-0.9	6	-0.2	2	-11	5	0	-7	3
O=C(c1cccc(Cl)c1)N1CCC2(CC1)NCCc1[nH]cnc12	0.1	8	-0.5	13	-9	-7	0	-5	6
Cc1ccc(S(=O)(=O)N2CCCC2)cc1C(=O)NCc1ccccc1CN1CCCC1	-0.3	-7	-0.3	20	-7	-13	-3	0	-10
Cn1cccc1C(=O)C(=O)Nc1ccc(Cl)cc1	2.2	26	-0.7	-9	3	-3	-2	-3	4
O=C(OCc1ccccc1)N1CCC2CC1c1cc(N3CCOCC3)ccc12 (stereo not given)	-0.8	-9	-0.3	-13	6	-11	-7	-2	2
CCCNS(=O)(=O)c1ccc(C(=O)NCC2CCCO2)cc1 (stereo not given)	0.1	10	0.1	8	-7	5	4	-3	-8
Cc1ccc(C)c(OCc2cc(C(=O)N3CCN(c4cnccn4)CC3)no2)c1	-0.4	-15	-0.4	1	3	2	2	-2	-4
CC(=O)N1CCN(CC(O)Cn2c3ccccc3c3ccccc32)CC1 (stereo not given)	0.1	-5	-0.6	-1	-3	1	3	-4	1
CC1(C)Cc2ccccc2-c2nnc(SCC(=O)Nc3nc4ccccc4s3)n21	0.9	3	-0.2	10	-1	-4	9	-1	-7
Cn1c(=O)c2c(nc(NCCCO)n2C/C=C/c2ccccc2)n(C)c1=O	-1.1	9	-0.1	-4	-4	15	-2	-5	0
C/C(CC(=O)Nc1ccccc1C)=N\NC(=O)Cc1csc(N)n1	0.5	-24	0.2	-6	-4	27	3	-5	-5
CCN(CC)S(=O)(=O)c1cccc(-c2nnc(SCCOc3ccc(Cl)cc3)o2)c1	1.2	23	0.2	11	18	-1	-12	-1	-3
O=C(Nc1nnc(-c2ccc(F)cc2)s1)C1CCN(S(=O)(=O)c2ccc(Cl)cc2)CC1	-0.8	6	-0.7	-4	-12	0	5	0	-2
Cc1cccc(S(=O)(=O)NCC2CCCO2)c1 (stereo not given)	0.6	7	-0.1	0	-8	6	-2	-2	-9
Cc1sc2nc(CN3CCCC3)nc(N3CCN(S(=O)(=O)c4cccs4)CC3)c2c1C	1.0	3	-0.1	1	2	-10	3	-5	-6
O=C(COC(=O)CCC(=O)c1ccc2c(c1)OCCO2)NCc1ccc2c(c1)OCO2	1.5	2	0.0	-2	4	-15	0	2	-4
CCCc1ccc(OCc2ccc(C(=O)NN)o2)c(OC)c1	-0.5	-14	-1.2	-1	-6	0	0	-4	9
Cc1ccc(Cc2cnc(NC(=O)C3CCCO3)s2)cc1 (stereo not given)	-1.1	8	-0.9	17	-12	-15	4	-3	-7
CNC(=O)C1CC(=O)N(CCc2ccc(C)cc2)C1 (stereo not given)	1.0	-9	0.1	2	-4	-9	3	-1	-11
Cc1ccc(S(=O)(=O)N2CCC(=O)N(C(CO)C(C)C)CC2)cc1 (stereo not given)	1.2	9	0.1	3	-12	-5	-4	-2	-6
Cc1cc(Nc2ccc(Br)cc2)n2nc(C)nc2n1	1.6	18	0.0	4	1	1	2	0	0
CCOc1ccccc1Nc1ncnc2ccc(Br)cc12	2.4	4	-0.1	4	6	-2	-9	-3	5
CC(C)(C)NC(=O)N1CCC(CO)(Cc2ccccc2Cl)CC1	-0.8	-3	-0.6	5	-2	14	-4	-1	-6
Cc1cc(C(=O)Nc2ccc(Cl)cc2)c(C)n1Cc1cccs1	-0.6	12	-0.3	-4	30	5	-4	-3	4
O=C(CNC(=O)c1cccs1)NCC(=O)OCC(=O)c1ccc([N+](=O)[O-])cc1	1.5	-2	-0.1	16	-3	16	3	-1	9
O=C(O)c1cccc(N2C(=O)CSC2c2ccccc2)c1 (stereo not given)	-1.1	-2	-0.3	-4	-3	1	-6	-1	1
O=S(=O)(Cc1ccccc1)N1CCCC(c2nc(-c3ccc(F)cc3)no2)C1 (stereo not given)	0.3	8	-0.8	-28	26	1	1	-1	11
O=C(Cc1c(O)c2ccccc2[nH]c1=O)NCc1ccccc1	.	-8	0.6	12	-3	3	3	-2	1
COc1cc(C(=O)N2CCCC(C)(C(=O)NS(=O)(=O)C3CC3)C2)cc(OC)c1OC (stereo not given)	0.0	8	-0.2	8	-7	0	-3	-2	0
CCC(C)(C)C1CCc2[nH]nc(C(=O)NCc3ccc(Cl)cc3)c2C1 (stereo not given)	-0.9	12	-0.3	12	-3	7	1	-3	-7
O=C(COC(=O)C1=COCCO1)Nc1ccccc1	1.8	2	-0.8	3	0	-15	0	-4	6
CCOCC(=O)Nc1nnc(C2CCCCC2)s1	-1.0	1	-0.6	-2	-7	31	-15	-7	-10
COc1cccc(/C(C)=N/Nc2ccc(S(=O)(=O)N3CCCCC3)cn2)c1	4.8*	8	-0.5	-4	45	4	2	-7	22*
O=C(O)c1cccc(NC(=O)c2ccc3c(c2)C(=O)N(CC2CCCO2)C3=O)c1 (stereo not given)	-0.6	-29	-0.6	-7	-8	0	-2	-10	0
C=CCn1cc(CN2CCC(C(=O)Nc3cccc(-c4cccc(F)c4)c3)CC2)c(C)n1	0.1	1	-0.4	0	-2	0	4	-1	2
CC(=O)Nc1ccc(NC(=O)C2Cc3c(-c4ccc(Cl)cc4)ccnc3O2)cc1 (stereo not given)	3.2	1	0.3	-5	4	2	0	-1	1
CCN(C(=O)COC(=O)c1ccco1)c1cccc2ccccc12	-0.1	-22	-0.3	-7	5	-3	3	1	-19
COCCN1C(=O)c2ccccc2C(C(=O)N2CCN(c3ccccc3)CC2)C1c1ccc(F)cc1 (stereo not given)	1.4	-22	-1.0	8	-2	-9	-3	-6	-7
Clc1cccc(N=C2NN=C(c3ccc4c(c3)OCCO4)CS2)c1	.	7	0.0	-18	-169	-103	-26	-2	1
CN(C)S(=O)(=O)c1ccc2c(c1)c(=O)c(C(=O)NCCCN1CCCCCC1)cn2C	1.0	19	0.2	6	-2	-11	-3	-2	1
COc1ccc2[nH]c(CN3CCN(C(C)C)C(CCO)C3)c(C)c2c1 (stereo not given)	0.2	3	0.5	8	-6	4	0	-4	-6
